Mdm2 MdmX PPI: human Mdm2/MdmX binding inhibition | O15151+Q00987 | SaOS-2 split-luciferase Mdm2/MdmX complementation, luminescence | inhibition, % at 8 µM | actives 3% (n = 330,000) | AID 485346;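 active means inhibition of at least 50% at 8 µM in the primary screen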
Target sequence (O15151 whole entry, looked up): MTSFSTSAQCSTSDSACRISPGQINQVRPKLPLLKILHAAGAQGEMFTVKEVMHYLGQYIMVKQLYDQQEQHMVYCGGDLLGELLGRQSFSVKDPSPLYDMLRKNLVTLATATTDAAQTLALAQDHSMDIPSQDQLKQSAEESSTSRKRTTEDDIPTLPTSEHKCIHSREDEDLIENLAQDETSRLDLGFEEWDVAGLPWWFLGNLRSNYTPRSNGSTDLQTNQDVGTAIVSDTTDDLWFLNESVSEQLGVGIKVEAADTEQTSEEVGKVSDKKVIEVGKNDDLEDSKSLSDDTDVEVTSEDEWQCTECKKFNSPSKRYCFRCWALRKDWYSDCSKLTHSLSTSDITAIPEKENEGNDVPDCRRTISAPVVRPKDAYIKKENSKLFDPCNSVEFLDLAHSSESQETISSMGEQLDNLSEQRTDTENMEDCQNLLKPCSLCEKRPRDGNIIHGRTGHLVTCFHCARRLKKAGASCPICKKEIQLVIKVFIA
Target sequence (Q00987 whole entry, looked up): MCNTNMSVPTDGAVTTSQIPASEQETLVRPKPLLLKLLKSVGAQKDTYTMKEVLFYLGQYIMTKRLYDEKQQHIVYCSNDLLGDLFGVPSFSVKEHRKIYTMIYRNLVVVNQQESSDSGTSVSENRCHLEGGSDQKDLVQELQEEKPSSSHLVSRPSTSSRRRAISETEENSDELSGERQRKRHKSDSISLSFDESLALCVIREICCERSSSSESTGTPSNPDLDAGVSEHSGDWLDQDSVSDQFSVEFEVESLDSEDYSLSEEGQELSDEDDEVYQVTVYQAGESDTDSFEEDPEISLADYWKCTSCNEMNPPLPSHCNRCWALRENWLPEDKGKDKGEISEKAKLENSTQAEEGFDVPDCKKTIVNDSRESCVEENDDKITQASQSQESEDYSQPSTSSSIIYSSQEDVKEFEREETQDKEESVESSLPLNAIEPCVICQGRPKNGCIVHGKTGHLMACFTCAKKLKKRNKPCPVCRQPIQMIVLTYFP
Jurkat NFkB inh: inhibitors of the PMA/ionomycin-induced NF-kB reporter in Jurkat cells; inhibition, % at 4 µM; PMA/ionomycin-induced NF-kB luciferase reporter, luminescence; actives 0.53% (n = 330,000); AID 435003; in the data active means inhibition above about 50%
UPR CHOP act: activators of apoptotic arm of unfolded protein response (CHOP); actives 0.34% (n = 330,000); AID 449763; CHO-CHOP luciferase reporter, UPR activation, luminescence; percent of tunicamycin response over DMSO baseline; activation, % at 10 µM;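 active means at 10 µM dose, activation of 40% or more, normalized to positive control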;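 further: 100% = tunicamycin at 10 µg/mL and 0% = DMSO alone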
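Assay system: CHO cells with stable CHOP pathway luciferase reporter; Buffer or medium: F12 plus 10% serum; Times: 16-18 h cell attachment, then 6 h compound exposure, 37 °C; Signal: luciferase luminescence; Read-out basis: percent activation relative to tunicamycin control; Control set: tunicamycin high control, DMSO low control.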
XBP1 UPR activ: adaptive UPR (XBP1) activation; CHO-XBP1 luciferase reporter, IRE1-XBP1 UPR activation, luminescence; percent of tunicamycin response, DMSO as zero; actives 0.33% (n = 330,000); activation, % at 20 µM;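 active means versus positive control, 20 µM dose yields 30% or more activation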;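 further: 100% = tunicamycin at 10 µg/mL and 0% = DMSO only wells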
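Material: CHO cell line with stable XBP1 luciferase reporter; schedule: 16-18 h cell attachment at 37 °C, then 6 h compound exposure; signal: glow luminescence from Steady-Glo reagent; medium: serum-containing F12 medium, 10% FBS; benchmarks: tunicamycin 10 µg/mL and vehicle-only wells; read-out: percent activation relative to tunicamycin reference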
APJ agonist: activates the human apelin receptor APJ. P35414. activation, % at 20 µM. actives 0.11% (n = 330,000). CHO-K1 APJ PathHunter beta-arrestin, luminescence; 0% DMSO wells, 100% apelin;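 active means activation more than six SD over the plate average, tested at 20 µM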;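 further: 0% = DMSO alone and 100% = apelin-13 at 10 nM; some results filed as inactive read as strong as hits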
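Assay system: CHO-K1 cells stably expressing ProLink-tagged human APJ and arrestin–beta-gal acceptor. Compound dosing: 20 µM single point, 1% DMSO. Times: 16-18 h seeding, 90 min dark compound exposure, 60 min detection. Detection: beta-gal luminescence. Evaluation: APJ–arrestin association signal. Controls: negative DMSO alone, positive Apelin-13 at 10 nM.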
tim23-1 inh: tim23-1 yeast growth inhibition; AID 463212; S. cerevisiae tim23-1 growth, BacTiter-Glo luminescence, 24 h; actives 1.3% (n = 330,000); inhibition, % at 20 µM;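 active means growth inhibition of the mutant yeast at or above 50%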;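 further: temperature-sensitive mutant grown at 25 °C; plate controls were DMSO-treated mutant yeast for no effect and medium wells lacking yeast for full effect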
APJ antag: blocks the human apelin receptor APJ; inhibition, % at 20 µM; CHO-K1 APJ beta-arrestin complementation, luminescence; actives 0.32% (n = 330,000); P35414; AID 2521;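 active means inhibition above about 40% at 20 µM, limit read from the data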;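 further: cells challenged with 10 nM apelin-13 agonist together with compound; plate controls were apelin-13 plus DMSO wells for no effect and DMSO wells lacking apelin-13 for full effect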
697 NFkB inh: lowers PMA/ionomycin-induced NF-kB signal in 697 B cells | AID 435022 | actives 0.33% (n = 330,000) | inhibition, % at 4 µM | 697 B-cell NF-kB luciferase reporter, 16 h; in the data active means inhibition above about 35%
* hit, by the source's call.

SMILES | Mdm2 MdmX PPI | Jurkat NFkB inh | UPR CHOP act | XBP1 UPR activ | APJ agonist | tim23-1 inh | APJ antag | 697 NFkB inh
O=C(NC(=O)c1ccccc1)OCC1CCCN2CCCCC12 (centres undefined) | 18 | 13 | 1.2 | -1 | 2 | 11 | 12 | 11
O=C(CSc1nc(O)c(C2CCCCC2)c(=O)[nH]1)NCC1CCCO1 (centres undefined) | 22 | -2 | 0.6 | 1 | -4 | 2 | -5 | 7
CC(C)c1ccc(/C=N/Nc2cc(N3CCOCC3)nc(N3CCOCC3)n2)cc1 | 13 | -17 | -0.3 | 2 | -4 | 25 | -21 | -46
CC(=O)NC1C(=O)N=C(SCc2ccccc2)NC1=O (centres undefined) | -24 | 1 | -1.0 | 0 | -1 | 5 | 4 | -43
COC(=O)c1[nH]c2ccc(C)cc2c1NC(=O)c1ccccc1[N+](=O)[O-] | -4 | 5 | 1.3 | -1 | 3 | 17 | 10 | -12
O=C(CNC(=O)c1ccccc1)NC1(C(=O)NC2CCCCC2)CCCCC1 | 10 | 2 | 0.2 | -1 | -1 | 14 | 4 | -28
O=C(CCN1C(=O)c2ccccc2C1=O)NCc1ccc(Cl)cc1 | -23 | -1 | 2.5 | 0 | 0 | 8 | -1 | -7
Cc1cc(C)n(-c2nncc(-c3ccccc3)n2)n1 | -48 | -4 | 1.7 | 0 | -2 | 5 | 10 | -5
CCN(CC)S(=O)(=O)c1cc(NC(=O)Cc2n[nH]c(=O)c3ccccc23)ccc1C | 14 | 16 | 0.9 | 0 | -4 | 3 | 12 | -24
CC(C)c1nc(N2CCOCC2)c(C#N)c2c1CCCC2 | -7 | 16 | 2.7 | -1 | -9 | 17 | 4 | -12
O=C(Nc1nnc(-c2ccccc2SCc2ccccc2)s1)Nc1ccccc1F | 76* | -14 | 3.9 | 2 | 10 | -3 | -32 | 2
COc1ccc(NC(=O)c2ccc(NC(=O)CCS(=O)(=O)c3cccs3)cc2)cc1 | -11 | 3 | 1.9 | -3 | 0 | 1 | 1 | -6
Cc1nc2ccc(S(=O)(=O)NCC(=O)N3CCC(C)CC3)cc2s1 | 21 | 3 | -1.7 | -4 | -2 | 12 | 2 | 15
Cc1cc(Br)cc2c1NC(=O)C2(c1c(C)n(C)n(-c2ccccc2)c1=O)c1c(C)n(C)n(-c2ccccc2)c1=O | 6 | -47 | 0.4 | 0 | -3 | 15 | 10 | 2
CC(NC(=O)CN(C)S(=O)(=O)c1ccc2c(c1)c(=O)n(C)c(=O)n2C)c1ccccc1 (centres undefined) | 17 | 1 | 0.9 | 0 | -5 | -5 | 11 | 4
O=C(CCc1ccccc1)Nc1cc2c(cc1C(=O)O)OCCCO2 | -2 | -3 | 0.2 | -1 | 1 | 10 | 12 | 3
CSc1ncccc1C(=O)NCC(=O)Nc1ccc(F)c(F)c1 | 25 | 21 | 3.2 | 0 | -3 | -5 | 6 | 9
CC1=C(C)CC(C(=O)NCCc2ccc(F)cc2)C(C(=O)O)C1 (centres undefined) | 15 | 15 | 0.1 | -2 | -1 | -11 | 14 | -3
O=C(c1ccc(O)cc1)c1ccc(C(=O)c2ccc(O)cc2)cc1 | -23 | -4 | -2.2 | 3 | -4 | -10 | 14 | 1
CC(NC(=O)c1cccnc1)C(c1cccs1)N1CCN(C)CC1 (centres undefined) | 6 | -5 | 5.1 | 0 | 5 | -9 | 8 | 9
O=C(CSc1ccccc1)NC1=NCCS1 | 37 | 13 | 0.9 | -1 | -3 | 12 | 0 | -13
COc1ccc2ccccc2c1-c1csc(N)n1 | 4 | 9 | 0.5 | 1 | 0 | 2 | -1 | 0
O=C(OCCOc1ccc(Br)cc1)c1ccc(Cl)nc1 | 2 | 3 | 0.2 | -2 | -3 | 22 | 2 | 3
O=C(c1ccc2c(c1)OCO2)N1CCCC1 | 20 | -2 | 1.2 | -2 | 0 | -14 | 0 | 1
COc1ccc(N(C)S(=O)(=O)c2cccc(C(=O)Nc3ccc(OC)nc3)c2)cc1 | 24 | 0 | 1.8 | -1 | -1 | 31 | -24 | 7
CCOC(=O)N1CCN(CC(O)COc2cc(C)cc(C)c2)CC1 (centres undefined) | -3 | 1 | 3.5 | 0 | -4 | 3 | -3 | 7
N#C/C(=C(/O)COC(=O)Cc1c[nH]c2ccccc12)c1nc2ccccc2[nH]1 | 30 | 2 | 1.4 | 2 | 0 | -2 | -4 | 13
CNc1nc2cccnc2s1 | -19 | -27 | 0.1 | -4 | 3 | 7 | 3 | -25
O=C(c1cc(COc2ccc(F)cc2Cl)on1)N1CCN(C2CCCCC2)C(=O)C1 | 24 | -2 | 4.6 | -5 | 8 | 47 | 0 | 7
Cc1csc(NC(=O)c2cc([N+](=O)[O-])cc([N+](=O)[O-])c2)n1 | 11 | 6 | -0.8 | 3 | 4 | 27 | -20 | 17
Fc1ccc(NC(=S)Nc2ccccc2Cl)cc1 | -4 | 10 | 2.8 | 2 | 1 | 5 | 11 | -12
Cc1cc(O)cc(=O)n1C | -8 | 3 | 1.4 | 0 | -1 | 2 | -42 | 8
O=C(Cn1c(=S)[nH]c2ncccc2c1=O)NCCc1ccccc1 | 10 | 1 | 0.0 | 1 | -1 | 2 | 17 | 8
Cc1ccccc1-n1nnnc1SCC(=O)NCC1(N2CCOCC2)CCCCC1 | -29 | 5 | 0.6 | 0 | -3 | 7 | 8 | 11
Cc1cc(S(=O)(=O)N2CCN(CC(=O)N(C)Cc3ccccc3)CC2)ccc1Br | 8 | 10 | 1.3 | -3 | -3 | 42 | 3 | 18
CC1CCN(CCOc2ccccc2-c2ccccc2)CC1 | 16 | 6 | -1.4 | 0 | -1 | 7 | 5 | -9
Cc1ccccc1NC(=O)CC1C(=O)NCCN1C(=O)c1cccc(Cl)c1 (centres undefined) | -5 | 5 | 0.3 | -7 | 3 | 2 | 6 | 7
CC1(C)NC(=O)N(CCCCOc2cccc(C(F)(F)F)c2)C1=O | 10 | 1 | -1.1 | 1 | 0 | 8 | 5 | -3
COc1ccc(CC(=O)NCC2CCCN(Cc3ccc(OC(F)(F)F)cc3)C2)cc1 (centres undefined) | -1 | -1 | -0.3 | -6 | 6 | 8 | -20 | -13
CC1CN(CC(=O)NCc2ccc(F)cc2)CC(C)O1 (centres undefined) | 0 | 13 | 0.9 | 2 | -5 | -9 | 18 | 7
O=C(CSc1ccccc1)Nc1ccccc1N1CCOCC1 | 12 | 5 | 4.0 | -3 | -4 | -2 | 5 | -4
O=C(Cc1ccccc1)Nc1ccc(CN2CCOCC2)cc1 | -30 | -42 | 2.5 | 6 | -5 | -8 | -23 | -43
COc1ccc(OC)c(CCNC(=O)c2ccc3c(=O)[nH]c4c(C(=O)NC(C)C)sc(=S)n4c3c2)c1 | 6 | -9 | 3.7 | -3 | -4 | 11 | 23 | -9
Cc1ccc(/C(N)=N/OC(=O)c2cccc(F)c2)cc1 | -59 | -136 | 1.3 | 4 | 7 | 70* | -76 | -152
Cc1c(C(C)(C)C)s/c(=N/S(=O)(=O)c2ccccc2)n1C | 9 | -11 | -0.9 | -2 | 0 | 18 | -6 | 2
COc1ccc(-c2nnc(C(C)Nc3cccc(C(=O)NC4CC4)c3)o2)cc1 (centres undefined) | -3 | -15 | -1.6 | -3 | -2 | 6 | -14 | -4
O=C(c1ccc(CS(=O)(=O)c2c(Cl)cccc2Cl)o1)N1CCCC1 | 32 | 7 | -0.2 | -1 | 0 | 14 | -3 | 8
Cc1ccc([N+](=O)[O-])cc1S(=O)(=O)Nc1cccc(-c2ccc(N3CCCC3)nn2)c1 | 9 | 6 | 3.2 | 2 | 4 | 28 | 17 | -15
C=CCc1cc(C=O)cc(OCC)c1O | -2 | -19 | 0.2 | -2 | 2 | 14 | -42 | 7
O=C(NCc1ccc2c(c1)OCO2)c1cc(S(=O)(=O)N2CCCCC2)ccc1F | -6 | -1 | -0.4 | -1 | 0 | 35 | 16 | -8
O=C(CNS(=O)(=O)c1ccc(Br)s1)NCc1ccccc1 | 7 | -2 | -0.1 | -2 | -4 | 3 | -9 | 10
COc1ccc(C(=O)c2oc3nc(C)cc(C)c3c2N)cc1 | -1 | -5 | 0.0 | 2 | 3 | 11 | 7 | 11
Cc1nnc(SCC(=O)c2cc(C)n(-c3ccc4c(c3)OCO4)c2C)s1 | 9 | -6 | 1.7 | 1 | -1 | 41 | 6 | -75
CN(CC(=O)NCc1cccc(F)c1)C(=O)c1ccco1 | 21 | 2 | 0.6 | 0 | 0 | 0 | 9 | 20
O=C(/C=C/c1ccccc1[N+](=O)[O-])Nc1ccc(S(=O)(=O)Nc2ncccn2)cc1 | 20 | 13 | -1.6 | -1 | -3 | -6 | 4 | -1
O=[N+]([O-])c1cc(CN2CCCC2)ccc1Sc1ccc(Cl)cc1 | 24 | -24 | -2.2 | 0 | -3 | 1 | 6 | -10
Cc1c(C(=O)NCC2CCCO2)oc2ccc(Br)cc12 (centres undefined) | -57 | -52 | 4.1 | 0 | -2 | 22 | 13 | -39
COC(=O)c1sc(NC(=S)NC(=O)c2ccc(F)cc2)nc1C | 3 | -15 | 3.3 | 3 | -3 | 10 | 35 | -37
CCN(CC)S(=O)(=O)c1ccc(Cl)c(NC(=O)c2cc(Cl)ccc2Cl)c1 | -3 | 7 | 0.1 | -1 | -3 | 1 | 13 | 4
CC(=O)N1CCN(S(=O)(=O)c2cccc(C(=O)OCC(=O)N(CCC#N)c3ccc(F)cc3)c2)CC1 | 0 | -5 | 0.4 | -1 | -4 | 5 | 7 | 2

More entries follow.
SMILES | Mdm2 MdmX PPI | Jurkat NFkB inh | UPR CHOP act | XBP1 UPR activ | APJ agonist | tim23-1 inh | APJ antag | 697 NFkB inh
Cc1c(NC(=O)c2cc3c(s2)-c2ccccc2OC3)cccc1[N+](=O)[O-] | 22 | -13 | -1.1 | -1 | 0 | 5 | 25 | -11
Cc1ccc(C(c2nnnn2CS(=O)(=O)c2ccc(C)cc2)N2CCN(c3ncccn3)CC2)cc1 (centres undefined) | 24 | -11 | -0.7 | -4 | -7 | 6 | 11 | -4
COc1ccc(C(=O)N2CCN(c3ccc(C)cc3C)CC2)cc1OC | 4 | 11 | 0.5 | -2 | -3 | 25 | -58 | -13
COc1cc(NC(=O)COC(=O)c2cnc(C)cn2)c(C)cc1[N+](=O)[O-] | 2 | -22 | -0.6 | 1 | -2 | 11 | 5 | -13
c1ccc(CC2CCN(C(c3cccs3)c3nnnn3C3CCCC3)CC2)cc1 (centres undefined) | -29 | 8 | 0.6 | -3 | -4 | 27 | 25 | -17

6 of the compounds above, with tabs.
structure	Mdm2 MdmX PPI	Jurkat NFkB inh	UPR CHOP act	XBP1 UPR activ	APJ agonist	tim23-1 inh	APJ antag	697 NFkB inh
Cc1c(C(=O)NCC2CCCO2)oc2ccc(Br)cc12 (centres undefined)	-57	-52	4.1	0	-2	22	13	-39
COc1ccc2ccccc2c1-c1csc(N)n1	4	9	0.5	1	0	2	-1	0
Cc1ccc(/C(N)=N/OC(=O)c2cccc(F)c2)cc1	-59	-136	1.3	4	7	70*	-76	-152
O=C(CCN1C(=O)c2ccccc2C1=O)NCc1ccc(Cl)cc1	-23	-1	2.5	0	0	8	-1	-7
Cc1ccc(C(c2nnnn2CS(=O)(=O)c2ccc(C)cc2)N2CCN(c3ncccn3)CC2)cc1 (centres undefined)	24	-11	-0.7	-4	-7	6	11	-4
Fc1ccc(NC(=S)Nc2ccccc2Cl)cc1	-4	10	2.8	2	1	5	11	-12
